# ROS inducer: ROS inducers in U2OS cancer cells, primary screen, cell-based, H2DCF-DA fluorescence. U2OS ROS induction. AID 624156, 2012. 2% of 46,000 active. ROS induction (% of piperlongumine), % at 10 µM; in the data active = ROS induction above about 79%, passing the limit was not always enough; inconclusive = no clear call, values can overlap the other calls;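 also: 0% = DMSO vehicle median and 100% = reference compound median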
# * = called active by the depositor; ? = inconclusive; & = joins results of further samples. Not all compounds are listed, so the mix of outcomes need not match the whole.
SMILES,ROS inducer
C[C@@H]1CN([C@H](C)CO)C(=O)c2cc(NS(C)(=O)=O)ccc2O[C@@H]1CN(C)Cc1ccc(C(=O)Nc2ccccc2N)cc1,-5
C[C@H](CO)N1C[C@H](C)[C@H](CN(C)S(=O)(=O)c2ccc(Cl)cc2)Oc2c(NC(=O)C3CCOCC3)cccc2C1=O,1
COc1c2c(cc3oc(CO[C@@H]4O[C@H](CO)[C@@H](O)[C@H](O)[C@H]4O)cc(=O)c13)OC(C(C)(C)O)C2 (stereo partly specified),-5
C[C@@H]1CN([C@H](C)CO)C(=O)c2cc(NC(=O)CCN3CCOCC3)ccc2O[C@H]1CN(C)S(=O)(=O)c1cccs1,-8
C[C@@H]1CN([C@@H](C)CO)C(=O)c2cccc(NS(C)(=O)=O)c2O[C@H]1CN(C)CC1CC1,8
CCN(CC(=O)Nc1cccc([N+](=O)[O-])c1C)S(=O)(=O)c1ccc(Br)cc1,1
C[C@@H]1CN([C@@H](C)CO)C(=O)c2cccc(NC(=O)CCCCCC(=O)Nc3ccccc3N)c2O[C@@H]1CN(C)Cc1ccc2c(c1)OCO2,8
C[C@H]1CN([C@@H](C)CO)C(=O)Cc2cc(NS(=O)(=O)c3ccc(Cl)cc3)ccc2O[C@@H]1CN(C)Cc1ccc2c(c1)OCO2,26
C[C@H]1CN([C@@H](C)CO)C(=O)c2cc(NC(=O)Cc3ccccc3)ccc2O[C@H]1CN(C)Cc1ccc(-c2ccccc2)cc1,12
COc1ccc(NC(=O)N(C)C[C@@H]2Oc3c(NC(=O)C4CC4)cccc3C(=O)N([C@@H](C)CO)C[C@H]2C)cc1,87*
CCC(Sc1nc2c(c(=O)[nH]1)CCC2)C(=O)Nc1cccc(OC)c1 (stereo unspecified),26
COc1ccc(C(=O)NCc2oc(-c3ccccc3)cc2C(=O)O)cc1,-16
Cc1cccc(CN(C)C[C@@H]2Oc3ncc(-c4ccc(F)cc4)cc3C(=O)N([C@H](C)CO)C[C@@H]2C)c1,?
CC1(CO)CCCC2(C)C3=C(CC(=O)C12)C(=O)OC3 (stereo unspecified),-4
C[C@H](CO)N1C[C@H](C)[C@@H](CN(C)S(=O)(=O)c2ccc(Cl)cc2)Oc2c(NC(=O)c3ccncc3)cccc2C1=O,-10
COc1ccc(-c2noc(CSc3nc(-c4ccccc4)cc(=O)[nH]3)n2)cc1OC,23
CC(C)NC(=O)Nc1ccc2c(c1)C(=O)N([C@@H](C)CO)C[C@H](C)[C@H](CN(C)Cc1ccc(C(=O)O)cc1)O2,-14
CC(C)NC(=O)Nc1cccc2c1O[C@H](CN(C)CC1CCCCC1)[C@H](C)CN([C@H](C)CO)C2=O,-8
CC(C)(C)OC(=O)Nc1cccc(/C=N/NC(=O)c2ccccn2)c1,-2
CC(C)NC(=O)N(C)C[C@@H]1Oc2c(NC(=O)c3ccncc3)cccc2C(=O)N([C@@H](C)CO)C[C@H]1C,101*
COc1cccc(NC(=O)COc2ccc(N3CC(C(=O)NCC(C)C)CC3=O)cc2)c1 (stereo unspecified),-17
COC(=O)/C=C1\NC2CCCCC2NC1=O (stereo unspecified),-1
CN(C)/C=N/S(=O)(=O)c1ccc(-n2nc(C(F)(F)F)cc2-c2cccs2)cc1,-7
C[C@@H]1CN([C@@H](C)CO)C(=O)Cc2cc(NC(=O)CCCCCC(=O)Nc3ccccc3N)ccc2O[C@@H]1CN(C)Cc1ccccc1,10
CC(C)NS(=O)(=O)Cc1ccccc1,-8
COc1ccc(CCNC(=O)c2ccnc(C(C)(C)C)c2)cc1OC,7
CCCCC(=O)O[C@H]1CCC2C3CCc4cc(O)ccc4C3CC[C@@]21C (stereo partly specified),5
COc1ccc(NC(=O)N(C)C[C@@H]2Oc3ccc(NC(=O)Cc4cn(C)c5ccccc45)cc3C(=O)N([C@H](C)CO)C[C@H]2C)cc1,-18
C[C@@H]1CN([C@H](C)CO)C(=O)c2cccc(NC(=O)C3CCCCC3)c2O[C@@H]1CN(C)Cc1ccc(Cl)c(Cl)c1,12
C[C@H](CO)N1C[C@H](C)[C@@H](CN(C)Cc2ccc(C(F)(F)F)cc2)Oc2c(NC(=O)C3CCOCC3)cccc2C1=O,12
Fc1ccc(Nc2nc(Nc3ccc(F)cc3)nc(N3CCCCC3)n2)cc1,24
C[C@H](CO)N1C[C@H](C)[C@H](CN(C)Cc2ccc(C(=O)O)cc2)Oc2ccc(NC(=O)Cn3cnnn3)cc2C1=O,-9
C[C@@H]1CN([C@H](C)CO)C(=O)CCCn2nncc2CO[C@@H]1CN(C)C,12
C[C@H](CO)N1C[C@H](C)[C@H](CN(C)S(=O)(=O)c2ccccc2)Oc2c(NC(=O)CCCCCC(=O)Nc3ccccc3N)cccc2C1=O,5
Cc1ccc(-n2nc3ccc(NC(=O)COc4ccccc4C)cc3n2)cc1,-7
C=C1CC[C@@H](C)[C@](C)(CCc2ccoc2)C/C=C\C=C/1C(=O)O,-1
CC(=O)OCCCNC(=O)c1cc2ccccc2oc1=O,3
COc1ccccc1NC(=O)Cn1c(=O)n(Cc2ccccn2)c(=O)c2sc3ccccc3c21,0
Cc1ccc(S(=O)(=O)Nc2ccc3c(c2)CC(=O)N([C@H](C)CO)C[C@H](C)[C@H](CN(C)S(C)(=O)=O)O3)cc1,-8
C[C@H](CO)N1C[C@H](C)[C@H](CN(C)CC2CCCCC2)Oc2ccc(NC(=O)Nc3ccc4c(c3)OCO4)cc2CC1=O,3
CC(C)NC(=O)N(C)C[C@@H]1Oc2ccc(NS(C)(=O)=O)cc2CC(=O)N([C@@H](C)CO)C[C@@H]1C,3
Cc1ccccc1N(CC(=O)Nc1cccc2ccccc12)S(C)(=O)=O,-5
O=S(=O)(c1ccccc1)c1nc(-c2ccccc2)oc1NCC1CCCO1 (stereo unspecified),-1
CC(C)COC(=O)C(C)Nc1n[nH]c(=S)[nH]c1=O (stereo unspecified),-10
C[C@H]1CN([C@@H](C)CO)C(=O)c2cc(NS(=O)(=O)c3ccc(Cl)cc3)ccc2O[C@H]1CN(C)Cc1ccc(C(=O)O)cc1,4
O=C(Nc1ccc2c(c1)OCCO2)C1CCCN(S(=O)(=O)c2ccc(F)cc2)C1 (stereo unspecified),3
Cc1ccccc1-c1nnc(SCC(=O)Nc2ccc(F)c(F)c2)n1C,-1
C[C@@H]1CN([C@H](C)CO)C(=O)c2cccc(N(C)C)c2O[C@@H]1CN(C)S(C)(=O)=O,-5
C[C@H](CO)N1C[C@H](C)[C@@H](CN(C)S(=O)(=O)c2cccs2)Oc2ccc(NS(C)(=O)=O)cc2C1=O,-23
CC(C)NC(=O)/C(=N\O)c1ccccc1,-16

# Next structures
SMILES,ROS inducer
CC(C)NC(=O)Nc1ccc2c(c1)C(=O)N([C@H](C)CO)C[C@H](C)[C@H](CN(C)C)O2,11
Cc1cccc(C)c1NC(=S)N(CCC#N)C(C)C,-2
C[C@@H]1CN([C@@H](C)CO)C(=O)c2cccc(NC(=O)c3ccc(-c4nccs4)cc3)c2O[C@@H]1CN(C)Cc1ccc(C(=O)O)cc1,51
C[C@@H]1CN([C@H](C)CO)C(=O)c2cccc(NC(=O)c3ccncc3)c2O[C@@H]1CN(C)Cc1ccc(Oc2ccccc2)cc1,2
CCOc1cc(/C=N/NC(=O)CCCCCCC(=O)Nc2ccccc2O)ccc1O,19
C=Cn1cnc2c1c(=O)n(C)c(=O)n2C,0
Cc1noc(C)c1S(=O)(=O)Nc1ccc2c(c1)CC(=O)N([C@H](C)CO)C[C@@H](C)[C@H](CN(C)C(=O)Nc1cccc3ccccc13)O2,1
COc1ccc(NC(=O)N(C)C[C@H]2Oc3c(NC(=O)Nc4ccc5c(c4)OCO5)cccc3C(=O)N([C@@H](C)CO)C[C@@H]2C)cc1,-8
COc1ccc(S(=O)(=O)N(C)C[C@H]2OCCCC[C@@H](C)Oc3ccc(NC(=O)Nc4c(C)noc4C)cc3C(=O)N([C@H](C)CO)C[C@@H]2C)cc1,10
C[C@H](CO)N1C[C@H](C)[C@H](CN(C)C(=O)Nc2ccc(-c3cccs3)cc2)OCc2cn(nn2)CCCC1=O,32

# 13 of the compounds above, bar-delimited:
canonical_smiles | ROS inducer
C[C@H](CO)N1C[C@H](C)[C@H](CN(C)CC2CCCCC2)Oc2ccc(NC(=O)Nc3ccc4c(c3)OCO4)cc2CC1=O | 3
CC(C)NC(=O)N(C)C[C@@H]1Oc2ccc(NS(C)(=O)=O)cc2CC(=O)N([C@@H](C)CO)C[C@@H]1C | 3
Cc1ccccc1N(CC(=O)Nc1cccc2ccccc12)S(C)(=O)=O | -5
O=S(=O)(c1ccccc1)c1nc(-c2ccccc2)oc1NCC1CCCO1 (stereo unspecified) | -1
CC(C)COC(=O)C(C)Nc1n[nH]c(=S)[nH]c1=O (stereo unspecified) | -10
C[C@H]1CN([C@@H](C)CO)C(=O)c2cc(NS(=O)(=O)c3ccc(Cl)cc3)ccc2O[C@H]1CN(C)Cc1ccc(C(=O)O)cc1 | 4
O=C(Nc1ccc2c(c1)OCCO2)C1CCCN(S(=O)(=O)c2ccc(F)cc2)C1 (stereo unspecified) | 3
Cc1ccccc1-c1nnc(SCC(=O)Nc2ccc(F)c(F)c2)n1C | -1
C[C@@H]1CN([C@H](C)CO)C(=O)c2cccc(N(C)C)c2O[C@@H]1CN(C)S(C)(=O)=O | -5
C[C@H](CO)N1C[C@H](C)[C@@H](CN(C)S(=O)(=O)c2cccs2)Oc2ccc(NS(C)(=O)=O)cc2C1=O | -23
CC(C)NC(=O)/C(=N\O)c1ccccc1 | -16
CC(C)NC(=O)Nc1ccc2c(c1)C(=O)N([C@H](C)CO)C[C@H](C)[C@H](CN(C)C)O2 | 11
Cc1cccc(C)c1NC(=S)N(CCC#N)C(C)C | -2

# The results go on.
SMILES,ROS inducer
COc1cc(-c2oc3cc(O)cc(O)c3c(=O)c2O[C@@H]2O[C@H](CO)[C@@H](O)[C@H](O)[C@H]2O)ccc1O[C@@H]1O[C@H](CO)[C@@H](O)[C@H](O)[C@H]1O,-6
COc1ccc(S(=O)(=O)N(C)C[C@H]2Oc3ccc(NS(=O)(=O)c4cccs4)cc3C(=O)N([C@H](C)CO)C[C@@H]2C)cc1,2
CNC(=O)C1CCC(CNS(=O)(=O)c2ccc(C)cc2)CC1 (stereo unspecified),-17
CN1CCN(CCCN2c3ccccc3Sc3ccc(C(F)(F)F)cc32)CC1,30&40
C[C@@H]1CCCCO[C@H](CN(C)C(=O)Nc2cccc3ccccc23)[C@@H](C)CN([C@H](C)CO)C(=O)c2cc(NC(=O)Nc3cccc4ccccc34)ccc2O1,53
CC(=O)N1CCOc2cc(S(=O)(=O)N3CCCCC3C)ccc21 (stereo unspecified),-4
CC1(C)N=C(C(=O)c2ccccc2)N(O)C1(C)O (stereo unspecified),-3
COc1cc(O)c2c(=O)c(O[C@@H]3O[C@H](CO[C@@H]4O[C@@H](C)[C@H](O)[C@@H](O)[C@H]4O)[C@@H](O)[C@H](O)[C@H]3O)c(-c3ccc(O)c(O)c3)oc2c1,-3
C[C@H]1CN([C@@H](C)CO)C(=O)c2cc(NS(=O)(=O)c3ccc(Cl)cc3)ccc2O[C@@H]1CN(C)C,-15
c1ccc2c(c1)NC(c1ccc3c(c1)CCO3)n1cccc1-2 (stereo unspecified),50
O=C(CSC(=S)N1CCOCC1)c1cc(Br)cc(Br)c1O,-2
Cc1ccc(C2=NCN(c3ccc(C(=O)O)cc3)C(=S)N2)cc1,42
Cn1nc(C(C)(C)C)c(NC(=O)c2ccc(F)cc2)c1C(C)(C)C,-19
COc1ccc(CN(C)C[C@H]2Oc3ccc(NS(=O)(=O)c4ccc(OC)cc4)cc3CC(=O)N([C@@H](C)CO)C[C@H]2C)cc1,15
O=C(NC1CCS(=O)(=O)C1)c1c(Cl)cccc1Cl (stereo unspecified),-9
CC(C)NC[C@H](O)COc1cccc2ccccc12,-1&-7
Cc1noc(C)c1NC(=O)Nc1ccc2c(c1)C(=O)N([C@@H](C)CO)C[C@@H](C)[C@H](CN(C)S(=O)(=O)c1ccc(Cl)cc1)O2,-25
COc1cc(C(C)CC(C)(O)CC(=O)O)oc(=O)c1C (stereo unspecified),-1
C[C@@H]1CCCCO[C@@H](CN(C)C(=O)CCC(F)(F)F)[C@@H](C)CN([C@H](C)CO)C(=O)c2cc(NS(=O)(=O)c3ccccc3)ccc2O1,-4
CC(=O)N[C@@H](CSC/C=C(\C)CCC=C(C)C)C(=O)O,0
O=C(CC1(O)C(=O)N(C/C=C/c2ccccc2)c2ccccc21)c1ccccn1 (stereo unspecified),17
Cc1ccc(S(=O)(=O)NC(C)C(=O)Nc2ccccc2F)cc1 (stereo unspecified),-1
COc1ccc(Cl)cc1NC(=O)CSc1nnc(-c2ccccc2F)n1C,4
CN1C(=O)CC(C(=O)NCCc2ccccc2)SC1=Nc1ccc(I)cc1 (stereo unspecified),18
C[C@H]1CN([C@@H](C)CO)C(=O)c2cc(NC(=O)Cc3cn(C)c4ccccc34)ccc2O[C@H]1CN(C)C(=O)Nc1cccc2ccccc12,30
O=C(NC(=O)N1CCOCC1)c1cc(Br)cc(Br)c1,-1
C[C@@H]1CN([C@H](C)CO)C(=O)Cc2cc(NS(C)(=O)=O)ccc2O[C@H]1CN(C)S(=O)(=O)c1ccccc1,-4
C[C@H](CO)N1C[C@H](C)[C@@H](CN(C)C(=O)NC2CCCCC2)Oc2c(NC(=O)c3ccncc3)cccc2C1=O,-9
C[C@@H]1CN([C@H](C)CO)C(=O)c2cccc(NC(=O)Nc3ccc(C(F)(F)F)cc3)c2O[C@@H]1CN(C)Cc1ccc(-c2ccccc2)cc1,29
NCCCCCNC(=O)[C@H]1C[C@H]2C(=O)N3CCC[C@H]3C(=O)N2[C@H]1c1cccc(OCCO)c1,-10
C[C@@H]1CN([C@H](C)CO)C(=O)CCCn2cc(nn2)CO[C@H]1CN(C)C(=O)Nc1ccccc1F,30
